Compound activity from PubChem BioAssay.
OX1R antag = antagonists of human orexin 1 receptor (OX1R); Orexin/Hypocretin receptor type 1 (Homo sapiens), O43613; OX1R-expressing cells, FRET antagonist read-out; inhibition, % at 6.6 µM; 330,000 compounds, 1.8% hits; in the data active = inhibition mostly above about 38%, no sharp cut-off; inactive = mostly below about 40%;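 note: 0% = agonist challenge alone and 100% = reference antagonist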
Target sequence (O43613 whole entry, looked up): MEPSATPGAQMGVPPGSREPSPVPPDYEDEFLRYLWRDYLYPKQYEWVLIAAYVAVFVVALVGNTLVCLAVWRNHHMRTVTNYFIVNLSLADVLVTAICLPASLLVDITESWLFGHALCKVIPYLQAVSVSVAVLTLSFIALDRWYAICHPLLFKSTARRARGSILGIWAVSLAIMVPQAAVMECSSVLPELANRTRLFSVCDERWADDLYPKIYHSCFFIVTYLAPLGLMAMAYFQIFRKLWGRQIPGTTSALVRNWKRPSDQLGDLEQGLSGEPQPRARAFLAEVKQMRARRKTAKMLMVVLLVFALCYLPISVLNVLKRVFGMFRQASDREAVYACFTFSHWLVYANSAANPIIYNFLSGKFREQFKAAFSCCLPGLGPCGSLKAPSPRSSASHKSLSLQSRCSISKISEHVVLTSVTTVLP
KCNQ2 inh = KCNQ2 potassium channel inhibitors, primary screen, cell-based, CHO-K1, FluxOR thallium flux, B-score (AID 2156); 20 min; active compounds read low; B-score at 10 µM; 310,000 compounds, 1.1% hits;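 active = fluorescence ratio B-score at most minus 3 library SDs, with starting brightness B-score within 2 library SDs, cut at about -5.5 in these data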
STK33 inh = inhibitors of purified STK33 kinase, primary screen, biochemical, ADP-Glo luminescence, homogeneous, cell-free | Serine/threonine-protein kinase 33 (Homo sapiens), Q9BYT3 | MBP phosphorylation | 320,000 compounds, 0.073% hits | inhibition, % at 10 µM | AID 2661, 2010;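 active = inhibition at or above 25%, using the most active replicate where run in duplicate; inactive = inhibition below 25%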
Target sequence (Q9BYT3 whole entry, looked up): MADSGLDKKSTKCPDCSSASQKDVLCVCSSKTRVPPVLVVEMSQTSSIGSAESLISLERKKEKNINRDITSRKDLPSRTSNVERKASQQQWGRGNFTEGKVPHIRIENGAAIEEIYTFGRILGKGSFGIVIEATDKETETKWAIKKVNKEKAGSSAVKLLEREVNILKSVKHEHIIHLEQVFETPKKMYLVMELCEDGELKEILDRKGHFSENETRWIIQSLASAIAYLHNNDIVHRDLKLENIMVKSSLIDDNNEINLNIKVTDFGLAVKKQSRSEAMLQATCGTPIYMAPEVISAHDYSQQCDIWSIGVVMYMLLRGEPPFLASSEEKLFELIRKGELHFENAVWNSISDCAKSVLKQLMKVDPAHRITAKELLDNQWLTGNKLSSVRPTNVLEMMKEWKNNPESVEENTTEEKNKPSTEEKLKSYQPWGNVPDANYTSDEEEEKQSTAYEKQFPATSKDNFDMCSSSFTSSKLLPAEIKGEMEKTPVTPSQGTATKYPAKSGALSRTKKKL
The depositor's hits bear a star; i = inactive; x = no result given. Hits appear at their usual frequency, and some 2.7% of all compounds hit somewhere here.

STK33 inh	KCNQ2 inh	OX1R antag	SMILES
-0.6	i	29	CCn1c(=S)ccc2ccc(OC)cc21
2.9	i	4	CC(NC(=O)c1cccc(Cn2cc([N+](=O)[O-])cn2)c1)c1ccc(C(C)(C)C)cc1 (stereo not given)
-0.9	i	14	COC(=O)Nc1sc2c(c1C(=O)NC1CC1)CCCCCC2
2.6	x	2	CS(=O)(=O)c1ccc(NS(=O)(=O)c2ccc(Cl)c(C(=O)NCc3ccco3)c2)cc1
-0.8	i	8	COC(=O)c1ccc(NC(=O)c2cccc(C)c2)cc1
-3.0	i	29	c1ccc(-n2nnnc2NCCc2c[nH]c3ccccc23)cc1
-0.6	i	6	Fc1ccccc1Cn1nnc(-c2ccc3c(c2)OCO3)n1
-1.0	x	8	CN(C(=O)CN1CCCCCC1)c1c(N)n(Cc2ccccc2)c(=O)[nH]c1=O
-0.6	i	14	COc1ccc(Cl)cc1C(=O)Nc1ccc(Br)c(C)n1
3.1	i	16	Cc1c(C)c2ccc(OC(C)C(=O)N[C@@H](Cc3c[nH]c4ccccc34)C(=O)O)c(C)c2oc1=O (stereo not given in full)
-1.2	i	-1	CCn1cc(/C=C(\NC(=O)c2ccccc2Cl)C(=O)N2CCOCC2)c2ccccc21
-0.2	i	16	CC(=O)N1CCc2cc(S(=O)(=O)NCCC(=O)Nc3ccc4c(c3)OCCO4)ccc21
-2.9	i	8	O=C(CSc1nnc(CNC(=O)c2ccccc2F)o1)Nc1cccc(C(F)(F)F)c1
-0.1	i	11	O=C(O)CNC(=O)C1COc2ccccc2O1 (stereo not given)
-2.1	i	12	O=C(Nc1nnc(CC(=O)N2CCOCC2)s1)C1COc2ccccc2O1 (stereo not given)
-0.3	i	20	CC(C)N1CCC2(CC1)Oc1ccc(Br)cc1C1CC(c3cccnc3)=NN12 (stereo not given)
-0.5	i	30	O=C(NCCc1ccccc1)[C@@H]1CC=C[C@@H]2CCN(C3CCCCC3)C(=O)[C@@H]21
-0.8	i	15	Cc1ccccc1/C=N/NC(=O)c1sccc1C
-3.6	i	4	CCn1c(=O)c(C(=O)NCCc2ccc(OC)c(OC)c2)c(O)c2ccccc21
-1.5	i	-1	Cc1ccc(C(C(=O)NC2CCCCC2)N(CC2CCCO2)C(=O)CNC(=O)c2ccco2)cc1 (stereo not given)
-1.1	i	20	O=C(Oc1ccccc1)c1cccc2cccnc12
-1.1	i	10	CS(=O)(=O)N1CCN(c2ccccc2NC(=O)c2cccc3ccccc23)CC1
-0.3	i	17	CC1CCCCC1NC(=O)COn1nnc2ccc(Cl)cc21 (stereo not given)
-0.8	i	13	CCOc1cc(CN2CCN(C(=O)c3cccc4ccccc34)CC2)ccc1OC
0.2	i	29	NC(=O)COC(=O)Cc1coc2cc3c(cc12)CCC3
x	i	16	Cc1cccc(C)c1OCC(=O)Nc1cccc(C(=O)O)c1
x	i	21	Cc1nn(-c2ccccc2)c2c1c(C)c(CCC(=O)NCC1CCCO1)c(=O)n2C (stereo not given)
-0.4	i	2	CC(=O)Nc1ccc(S(=O)(=O)NCc2cc(=O)n(C)c(=O)n2C)cc1
-0.6	i	8	CC(C)C(=O)NC(c1ccco1)c1ccc2cccnc2c1O (stereo not given)
1.7	i	9	O=C(CN1C(=O)c2ccccc2S1(=O)=O)Nc1ccc(S(=O)(=O)N2CCCC2)cc1

Further results follow.
STK33 inh	KCNQ2 inh	OX1R antag	SMILES
-1.1	i	22	CCc1nc2ccccc2c(C(=O)Nc2cccc(C)c2)c1C
2.1	i	15	COC(=O)/C=C1/S/C(=N/NC(=O)c2ccccc2OC)NC1=O
1.5	i	34	COc1ccc(N=C(NN)c2ccc3ccccc3n2)cc1
0.8	i	10	O=S(=O)(Nc1ncn[nH]1)c1ccc2ccccc2c1
-0.5	i	3	CCOC(=O)Cn1c(=NC(=O)CSC(C)=O)sc2cc(OC)ccc21
0.0	i	8	CN1CCc2c(c3c(n2C)CCN(C)C3c2ccc(F)cc2)C1c1ccc(F)cc1 (stereo not given)
-1.2	i	-7	Cc1ccc(C(=O)c2oc3ccccc3c2NC(=O)c2cc(-c3ccccc3O)n[nH]2)cc1
-0.5	i	25	O=C(NC(=S)Nc1ccccn1)c1cc(-c2ccccc2)nc2ccccc12
-0.6	i	16	O=C(CSCc1ccccc1F)NCc1ccc(F)cc1
0.1	i	3	CCOC(=O)N1CCN(C(=O)c2ccc3c(=O)n(-c4ccccc4F)c(=S)[nH]c3c2)CC1
-1.2	i	12	CCOC(=O)c1c(NC(=O)CN2CCN(c3ccc(Cl)cc3)CC2)sc(C)c1C
-1.1	i	25	CC(C)(C)NS(=O)(=O)c1cccc2nsnc12
-1.4	i	13	Cc1cc(C)c(NC2=NCC(=O)N2C2CCCCC2)c(C)c1
0.6	i	9	O=C1NC(=O)C(Nc2cccc3ccccc23)S1 (stereo not given)
0.5	i	24	CN(C(=O)c1ccncc1)c1nnc(-c2ccccn2)s1
-1.1	i	13	Nc1nc(NC(=O)CCC(=O)O)nn1-c1ccccc1
-0.7	i	11	CCc1ccccc1NC(=O)CSc1nnc(-c2ccco2)n1N
-0.6	x	0	CCCCCC(=O)Nc1cccc(S(=O)(=O)NC2=NCCC2)c1
0.4	i	12	Cc1ccc(S(C)(=O)=O)cc1S(=O)(=O)Nc1ccccc1
0.9	i	19	CCc1ccc(N2CCN(C(=O)c3ccc(OC)c(OC)c3)CC2)cc1
-0.1	i	-2	Cc1ccc(-c2nn(C)c(=O)c3ccccc23)cc1S(=O)(=O)NCCN(C)C
-1.0	i	35	Cc1ccccc1CSCC(=O)Nc1ccccc1-c1ccccc1
-0.7	i	9	S=C(c1ccc(Br)cc1)N1CCCC1
-0.5	i	3	CCOCCCNC(=O)c1ccc2c(=O)n(Cc3ccc4c(c3)OCO4)c(=S)[nH]c2c1
-1.5	i	15	COc1ccc(Cl)cc1S(=O)(=O)N(C)CC(=O)N1CCOCC1
-1.6	i	12	CCn1c(-c2cc(Br)cc(OC)c2O)nc2cc(S(=O)(=O)N(C)C)ccc21
-0.7	i	55	Cc1ccc(N=Nc2c(N)nn3c(N)c(C#N)c(C)nc23)cc1
-1.3	i	2	CC(=O)c1cccc(NC(=O)NCc2ccco2)c1
-1.6	i	13	Cc1sc2nc(SCC(=O)Nc3ccccc3F)[nH]c(=O)c2c1C
1.0	i	7	CN1CCN(CC(=O)Nc2nc(-c3c[nH]c4ccccc34)cs2)CC1

Additional entries:
STK33 inh	KCNQ2 inh	OX1R antag	SMILES
-0.5	i	7	COc1cccc(Cn2c(=O)ccc3ccccc32)c1
-0.3	i	23	O=C(OCc1nnc(-c2ccccc2)o1)c1ccc(Br)o1
-0.9	i	54	O=C(Nc1ccccn1)C1CCCN1S(=O)(=O)c1ccc(Cl)cc1 (stereo not given)
-0.3	i	9	O=C(Nc1ncccc1O)c1cccc(S(=O)(=O)NCc2ccccc2)c1
-0.4	i	73*	COc1ccccc1CNC(=O)CSc1nc(-c2ccccc2)cn1N
x	i	40	COc1ccccc1-c1noc(-c2cc(OC)c(OC)c(OC)c2)n1
-1.3	i	4	CC(=O)Nc1ccc(-c2ccc(NC(C)=O)cc2)cc1
-1.1	i	16	COc1cccc(C(=S)N2CCOCC2)c1OS(=O)(=O)c1ccc(Cl)cc1
-0.1	i	13	O=C(/C=C/c1ccc[nH]1)c1ccccc1
0.2	i	27	CC(C)C(=O)NC(c1ccc([N+](=O)[O-])cc1)c1c(O)ccc2ccccc12 (stereo not given)
x	i	27	Cc1ncc([N+](=O)[O-])n1CC(=O)NC1CCCCCC1
3.8	x	-7	CCN(CC)c1ccc(NC(=O)CN2C(=O)NC3(CCc4ccccc43)C2=O)cc1 (stereo not given)
-0.8	i	33	Cc1ccc(NC(=O)NC2CCCCC2)cc1S(=O)(=O)N1CCOCC1
-1.2	i	21	COc1ccc(C(=O)NCCCOC(C)C)cc1OC1CCN(C(C)=O)CC1
1.9	x	3	O=C(COC(=O)c1cccnc1Cl)Nc1cc(S(=O)(=O)N2CCOCC2)ccc1Cl
0.6	i	25	S=C(Nc1ccc(Oc2ccccc2)cc1)NC1CCCCC1
-2.0	i	13	Cc1cc(Nc2ccc(F)c(F)c2)nc(-c2ccccc2O)n1
-1.0	i	36	Cc1nn(-c2ccccc2)c(C)c1NC(=O)c1cccs1
-1.1	x	3	Cc1ccc(NC(=O)C2=COCCO2)cc1S(=O)(=O)N1CCOCC1
1.1	x	14	CCOc1ccccc1NC(=O)COc1cccnc1[N+](=O)[O-]
-2.0	i	0	CC1=C(C(=O)N2CCOCC2)C(c2ccc(Cl)cc2)NC(=S)N1 (stereo not given)
0.7	i	20	CCCCC1=CC2=C(c3ccco3)C(=O)C(C)(OC(=O)c3ccc(OC)cc3)C(=O)C2=CN1c1ccccc1 (stereo not given)
-0.2	i	5	COCCCn1c(C)nnc1SCC(=O)NCc1ccco1
-2.5	x	-4	COC(=O)c1ccc(CSc2ccc(S(=O)(=O)N3CCCCC3)cn2)cc1
-2.1	i	-3	O=c1[nH]c(C2CCCN(S(=O)(=O)c3ccccc3)C2)nc2c1nnn2Cc1ccccc1Br (stereo not given)
-1.0	i	11	Cc1nc(SCC(=O)c2ccccc2)n[nH]1
-0.6	i	4	Cc1cccc(/C=C2\CS/C(=C\c3cccc(C)c3)C2=O)c1
0.0	-10*	39*	CC(=O)N(C1=C(Cl)C(=O)c2ccccc2C1=O)c1ccc(C(=O)O)cc1
-1.5	i	77*	O=C(N/N=C\c1cn(-c2ccccc2)nc1-c1ccccc1)c1ccc2c(c1)OCO2
0.9	i	15	Cc1cccc(NCc2ccc(O)c3ncccc23)c1C

Of the compounds above, 12 contain an NH in an aromatic ring:
STK33 inh	KCNQ2 inh	OX1R antag	SMILES
-3.0	i	29	c1ccc(-n2nnnc2NCCc2c[nH]c3ccccc23)cc1
-1.0	x	8	CN(C(=O)CN1CCCCCC1)c1c(N)n(Cc2ccccc2)c(=O)[nH]c1=O
3.1	i	16	Cc1c(C)c2ccc(OC(C)C(=O)N[C@@H](Cc3c[nH]c4ccccc34)C(=O)O)c(C)c2oc1=O (stereo not given in full)
0.8	i	10	O=S(=O)(Nc1ncn[nH]1)c1ccc2ccccc2c1
-1.2	i	-7	Cc1ccc(C(=O)c2oc3ccccc3c2NC(=O)c2cc(-c3ccccc3O)n[nH]2)cc1
0.1	i	3	CCOC(=O)N1CCN(C(=O)c2ccc3c(=O)n(-c4ccccc4F)c(=S)[nH]c3c2)CC1
-0.5	i	3	CCOCCCNC(=O)c1ccc2c(=O)n(Cc3ccc4c(c3)OCO4)c(=S)[nH]c2c1
-1.6	i	13	Cc1sc2nc(SCC(=O)Nc3ccccc3F)[nH]c(=O)c2c1C
1.0	i	7	CN1CCN(CC(=O)Nc2nc(-c3c[nH]c4ccccc34)cs2)CC1
-0.1	i	13	O=C(/C=C/c1ccc[nH]1)c1ccccc1
-2.1	i	-3	O=c1[nH]c(C2CCCN(S(=O)(=O)c3ccccc3)C2)nc2c1nnn2Cc1ccccc1Br (stereo not given)
-1.0	i	11	Cc1nc(SCC(=O)c2ccccc2)n[nH]1

Going on with the list.
STK33 inh	KCNQ2 inh	OX1R antag	SMILES
0.8	i	10	CCCCN1C(=O)N(C)C2NC(=S)NC21 (stereo not given)
x	i	6	COc1cc(-c2nnc(NC(=O)CS(=O)(=O)c3ccc(C)cc3)o2)cc(OC)c1OC
-0.9	i	19	CCOC(=O)C1=C(C)Nc2nc3ccccc3n2C1c1ccccc1 (stereo not given)
-1.3	i	19	CCC(Oc1ccccc1)C(=O)NCCOC (stereo not given)
-0.2	i	28	Cc1ccc(CNC(=O)C2CC(c3ccc(C(F)(F)F)cc3)=NO2)o1 (stereo not given)
0.4	i	20	c1ccc(-c2cn(CC3CCCCC3)nn2)cc1
-0.5	i	18	O=C(CSc1nnc(NC(=O)C2CC2)s1)NCc1ccccc1Cl
1.3	i	16	CN1CCC(N(C)S(=O)(=O)c2ccc(NC(=O)COc3cccc(C(F)(F)F)c3)cc2)CC1
0.5	i	1	Cc1ccc(C2CC(c3ccccc3OC(F)F)Nc3ncnn32)cc1 (stereo not given)
-1.0	i	11	Cc1cc(C(=O)N/N=C/c2cccs2)no1
-1.7	i	38	CCC(Oc1ccccc1)C(=O)N(Cc1ccccc1)c1ccccn1 (stereo not given)
-0.8	i	-4	CC(=O)N1CCc2cc(NC(=O)c3ccc(C)cc3)ccc21
x	i	13	Cc1nc(CC(=O)O)c(-c2ccccc2)s1
1.5	i	15	O=C(O)c1cn(-c2ccc(F)c(F)c2)c2c(F)c(F)c(F)c(F)c2c1=O
22	i	30	CC(C)Cn1c(N)c(C(=O)COC(=O)c2ccc(F)cc2)c(=O)n(C)c1=O
0.4	i	9	COc1cccc(-c2nc(-c3ccc(Br)o3)no2)c1
-2.1	i	8	CNC(=O)CSc1nc2ccccc2c(=O)n1-c1cc(OC)ccc1OC
-1.5	i	20	COc1cc(OC)c(OC)cc1/C=N/NC(=O)c1ccc(=O)n(C)c1
-0.4	i	10	COC(=O)C1=C(C)NC(=O)CC1c1ccc(C(=O)OC)cc1 (stereo not given)
x	i	8	COc1ccc(-c2nc(CN3CCN(Cc4cccc(Cl)c4)CC3)c(C)o2)cc1
-0.1	x	7	O=C(CNc1ccc(Br)cc1)Nc1cccc(S(=O)(=O)N2CCCC2)c1
0.8	i	16	CCOCCCNCc1cc(Br)ccc1OCc1ccccc1
-0.6	i	19	CCN(CC(=O)Nc1ccc2c(c1)OCCO2)S(=O)(=O)c1ccc(F)cc1

Whole records as entered above:
`O=C(Nc1nnc(CC(=O)N2CCOCC2)s1)C1COc2ccccc2O1` (stereo not given) as listed: STK33 inh = -2.1; KCNQ2 inh = i; OX1R antag = 12
`CC(=O)N1CCc2cc(S(=O)(=O)NCCC(=O)Nc3ccc4c(c3)OCCO4)ccc21` as listed: STK33 inh = -0.2; KCNQ2 inh = i; OX1R antag = 16
